HT1080 IDH1KD tx – toxicity to HT-1080 IDH1 knockdown cells (counter line); HT-1080 IDH1 knockdown viability, ATP luminescence, 48 h; Potency, µM (series often up to 46.1 µM), for inactives: at the highest dose activity, negative = toxicity, usual class: cytotoxic; 360,000 compounds, 2% hits; AID 686971;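 further: potency means the concentration at half of the fitted maximal effect; 0% = DMSO wells and -100% = cell-free medium wells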
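IDH1KD HT-1080 cells, 750/well, RPMI + 5% FBS; compound pinned after 2 h settling; 48 h, 37 °C; CellTiter-Glo luminescence; % activity normalised to DMSO and no-cell wells; curves fitted, classed by r2 and efficacy.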
HT1080NT lethal – kills 2HG-producing HT-1080-NT fibrosarcoma cells; HT-1080-NT fibrosarcoma viability, CellTiter-Glo ATP luminescence, 48 h; Potency, µM (series often up to 46.1 µM), inactives show at the top dose activity, negative = less viability, most hits filed as cytotoxic; 360,000 compounds, 1.6% hits; AID 686970;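 further: NT is the 2HG producing partner of a matched IDH1 knockdown line; potency means the concentration at half of the fitted maximal effect; 0% = DMSO-treated cells and -100% = media-only wells without cells; nearly all actives have a fitted effect of over 55% in size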
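Toxicity toward the 2HG-producing NT line was scored as %Activity, normalised to DMSO and no-cell wells, from CellTiter-Glo luminescence after 48 hours' treatment.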
KB-3-1 tox – kills parental KB-3-1 adenocarcinoma cells | AID 1347075 | Potency, µM (top dose mostly 46.1 µM), without a hit: at the highest dose activity change, negative = cytotoxic, most hits filed as cytotoxic | 400,000 compounds, 1.4% hits | KB-3-1 viability, CellTiter-Glo ATP luminescence, 72 h; further: potency means the concentration at half of the fitted maximal effect; on the % scale 0 is the no-effect control and ±100 the full control effect; nearly all actives have a fitted effect of over 60% in size
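Cytotoxicity measured as CellTiter-Glo luminescence after 72 h at 37 C. Compound titrations were pinned onto drug-naive KB-3-1 parental adenocarcinoma cells grown in DMEM with 10% FBS, and normalized data fitted to concentration-response curves.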
MCF10A rerep – inducers of DNA re-replication in MCF 10A breast cells; MCF 10A DNA re-replication, Hoechst nuclear intensity, 48 h; Potency, µM (highest dose often 46.1 µM), for inactives: at the top dose activity, positive = re-replication, usual class: activators; 350,000 compounds, 2.9% hits; further: potency means the concentration at half of the fitted maximal effect; % of control where 0% means no effect; nearly all actives have a fitted effect of over 50% in size
HepG2 tox – counter-screen for TGF-b inhibitors: cytotoxicity in HepG2 cells; HepG2 CAGA-GFP viability, ATP luminescence, 18 h; Potency, µM (doses to about 46.1 µM), for inactives: top-dose activity change, negative = cytotoxicity, actives largely listed as cytotoxic; 410,000 compounds, 0.76% hits; further: potency means the concentration at half of the fitted maximal effect; some results filed as inactive show a strong effect at the top dose
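HepG2 CAGA-GFP cells (1000/well, DMEM with 1% FBS) received compound, then TGF-beta at 500 pg/mL final, and were incubated 18 hours at 37 degrees C. Viability was read by CellTiter-Glo luminescence. Media-only wells were set as complete cell-killing and DMSO as no toxicity.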
SW480 rerep – induces DNA re-replication in SW480 colon adenocarcinoma cells; Potency, µM (titrated, usually from 46.1 µM), inactives show top-dose re-replication activation, actives largely listed as activators; 340,000 compounds, 1.8% hits; SW480 DNA re-replication, Hoechst DNA content imaging, 48 h; AID 624297; further: potency means the concentration at half of the fitted maximal effect; % of control where 0% means no effect; nearly all actives have a fitted effect of over 55% in size
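Hoechst fluorescence of nuclei (405 nm excitation, 500-530 nm emission) measured by plate-scanning imager after 48 hr compound exposure at 37 C; re-replication scored as increased number of nuclei with elevated intensity.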
ATXN2 expr inh – ATXN2 expression inhibition; HEK-293 ATXN2-luciferase reporter, luminescence, 24 h; Potency, µM (doses to about 57 µM), for the others: top-dose activity change, negative = inhibition, usual class: inhibitors; 360,000 compounds, 0.72% hits; further: potency means the concentration at half of the fitted maximal effect; on the % scale 0 is the no-effect control and ±100 the full control effect; nearly all actives have a fitted effect of over 55% in size
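qHTS (up to 57 uM final) was run with 24 h compound exposure of reporter cells at 37 °C. Each well was multiplexed: SteadyGlo luminescence measured ATXN2-luciferase expression after a fluorogenic Gly-Phe-AFC viability readout (25 uM final).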
S2 tox – cell viability loss in ATXN counter-screen; S2 cells (HEK-293 line with an ATXN2-luciferase reporter) viability, CellTiter-Fluor protease fluorescence, 24 h; Potency, µM (titrated, usually from 56.7 µM), actives largely listed as cytotoxic; 400,000 compounds, 0.49% hits; AID 651635; further: potency means the concentration at half of the fitted maximal effect; nearly all actives have a fitted effect of over 40% in size
IL1B secr inh – inhibitors of inflammasome signaling (IL-1 beta secretion) | 360,000 compounds, 4.7% hits | THP-1 LPS/ATP IL-1B secretion, AlphaLISA, 16 h; hits give low values | activity change, % at 57.5 µM; in the data active means activity change below about -50%; inconclusive means mostly about -30% to -49%; further: on the % scale 0 is the no-effect control and ±100 the full control effect
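THP-1 cells pretreated 1 hr with compounds (up to 57.5 uM final), then stimulated with LPS (250 ng/mL final) plus ATP (1.25 mM final); secreted IL-1B measured by AlphaLISA after 16 hr, decreased signal indicating inhibition.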
* hit, by the source's call; i = inactive; ? = inconclusive; . = not tested or not shown; & = joins results of further samples; [ ] = dose if it differs, or a comment. Unless noted, the call rests on the fitted dose curve; in most records, active means well fitted curve in the direction sought with a large enough effect; inconclusive means small, poorly fitted or top-dose-only effect, or another doubt; inactive means no such curve, though single readings can be large; an effect the other way counts as inactive or inconclusive.

1. CCCCC(=O)Nc1ccc2c(c1)oc1ccccc12
2. O=C(CNc1cccc2ccccc12)N/N=C/C(Br)=C/c1ccccc1
3. CC1CC2C3CCC4=CC(=O)CCC4(C)C3CCC2(C)C1(O)C(=O)CO (stereo not given)
4. C[C@]12C=CC(=O)C=C1CCC1C3CC[C@](O)(C(=O)CO)[C@@]3(C)CC3OC312 (stereo not given in full)
5. COc1ccn(C2CCCCO2)c(=O)n1 (stereo not given)
6. C[C@@H]1CN([C@@H](C)CO)C(=O)c2cc(NC(=O)Nc3ccccc3)ccc2O[C@@H](C)CCCCO[C@H]1CN(C)C(=O)Nc1ccc(C(F)(F)F)cc1
assay / compound,1,2,3,4,5,6
HT1080 IDH1KD tx,-27%,?,-2%,14%,6%,-20%
HT1080NT lethal,-17%,?,1%,8%,0%,-17%
KB-3-1 tox,10%,?,-8%,1%,15%,0%
MCF10A rerep,18%,-5%,0%,2%,-1%,.
HepG2 tox,-16%,-31%,5%,1%,9%,0%
SW480 rerep,?,?,-8%,-1%,-3%,.
ATXN2 expr inh,27%,-34%,-30%,?,2%,10%
S2 tox,i,i,i,i,i,?
IL1B secr inh,3,-28,-7,16,-10,?

7. Cc1ccccc1OCCNc1cc(N2CCCCC2)ccc1[N+](=O)[O-]
8. O=C(NN1C(=O)C2C3C=CC(C3)C2C1=O)c1ccncc1 (stereo not given)
9. N#Cc1ccccc1S(=O)(=O)N1CCN(C(=O)CCc2ccccc2)CC1
10. CN(C(=O)c1cccc(Br)c1)C1CCS(=O)(=O)C1 (stereo not given)
11. O=C(O)Cc1sc(=O)[nH]c1O
12. COc1cc(-c2nnc(SCC(=O)N(Cc3ccccc3)C(C)(C)C)o2)cc(OC)c1OC
assay / compound,7,8,9,10,11,12
HT1080 IDH1KD tx,-19%,18%,-4%,11%,16%,-5%
HT1080NT lethal,-14%,14%,-3%,15%,24%,-25%
KB-3-1 tox,-6%,-2%,1%,11%,?,-16%
MCF10A rerep,24%,-3%,14%,1%,-19%,16%
HepG2 tox,-7%,21%,-2%,-1%,-20%,-15%
SW480 rerep,0%,-7%,-19%,-90%[inhibitor],11%,11%
ATXN2 expr inh,11%,10%,1%,2%,0%,?
S2 tox,?,i,i,i,i,?
IL1B secr inh,-17,0,-1,6,7,-56*

13. Cc1cc(NC(=O)CCN2CCN(CCO)CC2)ccc1Br
14. CCCN1CCC(=O)N([C@H](CSc2ccc(Br)cc2)c2ccccc2)CC1
15. CC1CCCCN1C(=O)COC(=O)CNC(=O)c1sc2ccccc2c1Cl (stereo not given)
16. O=c1c2ccccc2nc2n1C(CSc1ccc(F)cc1)CN2 (stereo not given)
17. Cn1nc(CC(=O)Nc2ccc3c(c2)CCC3)c2ccccc2c1=O
18. COc1cc(/C=N/NC(=O)Cn2cnc3ccccc3c2=O)ccc1O
assay / compound,13,14,15,16,17,18
HT1080 IDH1KD tx,-14%,-1%,16%,0%,2.9µM*,-1%
HT1080NT lethal,0%,3%,20%,-2%,-13%,-10%
KB-3-1 tox,6%,7%,10%,-1%,-22%,22%
MCF10A rerep,?,-9%,2%,0%,2%,0%
HepG2 tox,2%,17%,1%,-28%,3%,-4%
SW480 rerep,0%,12%,-14%,2%,-6%,-119%[inhibitor]
ATXN2 expr inh,-5%,29%,-16%,-26%,-31%,-5%
S2 tox,i,i,i,i,i,i
IL1B secr inh,-5,13,-2,-2,89,24

19. CC(=O)N1CCN(C(=O)c2ccc(Cl)c(S(=O)(=O)N3CCCC3)c2)CC1
20. CNC(=S)N1CCN(c2nc(-c3ccc(F)cc3)cs2)CC1
21. CCC(C)c1ccc(NC(=O)CN(C)CC(=O)Nc2cccc(OC)c2)cc1 (stereo not given)
22. Cc1ccc(C(=O)NCC(c2ccc3c(c2)OCO3)N2CCOCC2)cc1C (stereo not given)
23. CN(c1ccccc1)S(=O)(=O)c1cccc(NC(=O)c2ccc(Cl)c([N+](=O)[O-])c2)c1
24. Cc1ccnc(SCCn2c(N3CCOCC3)nc3c2c(=O)[nH]c(=O)n3C)n1
assay / compound,19,20,21,22,23,24
HT1080 IDH1KD tx,11%,-10%,4%,.,?,14%
HT1080NT lethal,14%,-9%,-1%,.,-13%,16%
KB-3-1 tox,0%,-5%,7%,19%,21µM*,19%
MCF10A rerep,6%,9%,0%,.,?,-4%
HepG2 tox,-8%,-50%,6%,-9%,-4%,3%
SW480 rerep,3%,2%,1%,.,4%,-2%
ATXN2 expr inh,12%,.,.,-15%,?,-1%
S2 tox,i,i,i,i,?,i
IL1B secr inh,-9,-15,-10,.,-88*,13

25. O=C1/C(=C/c2ccccc2)SC(=S)N1N1C(=O)C2CC2C1=O (stereo not given)
26. COc1ccc(NC(=O)CN(C)C(=O)/C=C/c2ccc(OCc3ccccc3)cc2)cc1
27. CCOC(=O)C1CCCN(C(=O)c2cc(-c3ccco3)nc3ccccc23)C1 (stereo not given)
28. O=C(CO/N=C/c1ccc(OC(F)F)cc1)NC1CCCCC1
29. CN(C)C(CNC(=O)c1cnc(Cl)c(Cl)c1)c1ccccc1 (stereo not given)
30. O=C(Cn1nc(-c2ccccc2)oc1=O)OCC(=O)c1ccccc1
assay / compound,25,26,27,28,29,30
HT1080 IDH1KD tx,-2%,?,8%,1%,7%,-1%
HT1080NT lethal,16%,-22%,-1%,4%,0%,-6%
KB-3-1 tox,3%,?,.,5%,0%,18%
MCF10A rerep,22%,?,-17%,6%,2%,2%
HepG2 tox,-19%,-38%,-27%,-25%,-4%,-4%
SW480 rerep,7%,7%,1%,-57%[inhibitor],-5%,2%
ATXN2 expr inh,.,-27%,3%,.,.,-18%
S2 tox,i,i,i,i,?,i
IL1B secr inh,-11,-3,3,-6,?,-8

31. COc1ccc(CNC(=O)CCC(=O)c2ccc(F)cc2)cc1OC
32. COc1cc(N)c(Cl)cc1C(=O)OCC(=O)N1CCCC1
33. CCN(CC)C1CCN(C(=O)c2cc(COc3cccc4cccnc34)on2)C1 (stereo not given)
34. COC(=O)C1=C(C)NC(=O)NC1/C=C/c1ccccc1 (stereo not given)
35. Cc1cc(C)c2nc(N3CCN(C(=O)c4cccs4)CC3)sc2c1
36. COc1ccc(NC(=O)N(C)C[C@H]2Oc3ccc(NC(=O)Cc4ccccc4)cc3CC(=O)N([C@H](C)CO)C[C@H]2C)cc1
assay / compound,31,32,33,34,35,36
HT1080 IDH1KD tx,6%,20%,0%,-13%,-12%,0%
HT1080NT lethal,6%,22%,3%,0%,-15%,2%
KB-3-1 tox,9%,18%,8%,17%,-2%,-20%
MCF10A rerep,-1%,-2%,5%,?,?,1%
HepG2 tox,2%,7%,5%,-11%,-31%,2%
SW480 rerep,-7%,-13%,-4%,-12%,-449%[inhibitor],-1%
ATXN2 expr inh,-6%,-11%,8%,-10%,-24%,-2%
S2 tox,i,i,i,i,i,i
IL1B secr inh,4,-10,-2,15,-70*,-19

Compounds 29 to 33, reprinted for reference:
29. CN(C)C(CNC(=O)c1cnc(Cl)c(Cl)c1)c1ccccc1 (stereo not given)
30. O=C(Cn1nc(-c2ccccc2)oc1=O)OCC(=O)c1ccccc1
31. COc1ccc(CNC(=O)CCC(=O)c2ccc(F)cc2)cc1OC
32. COc1cc(N)c(Cl)cc1C(=O)OCC(=O)N1CCCC1
33. CCN(CC)C1CCN(C(=O)c2cc(COc3cccc4cccnc34)on2)C1 (stereo not given)
assay / compound,29,30,31,32,33
HT1080 IDH1KD tx,7%,-1%,6%,20%,0%
HT1080NT lethal,0%,-6%,6%,22%,3%
KB-3-1 tox,0%,18%,9%,18%,8%
MCF10A rerep,2%,2%,-1%,-2%,5%
HepG2 tox,-4%,-4%,2%,7%,5%
SW480 rerep,-5%,2%,-7%,-13%,-4%
ATXN2 expr inh,.,-18%,-6%,-11%,8%
S2 tox,?,i,i,i,i
IL1B secr inh,?,-8,4,-10,-2

Remaining list, next part
37. c1ccc(N2CCN(CC3CCCCC3)CC2)cc1
38. COc1ccccc1Nc1ccc(Nc2ccccc2OC)nn1
39. O=C(CSc1nnc(Nc2ccccc2F)s1)NC1CCS(=O)(=O)C1 (stereo not given)
40. Cc1nn(C)c(C)c1/C=C/C(=O)c1ccc(Cl)cc1Cl
41. CC(C)(C)n1ncc2c(=O)n(CC(=O)Nc3ccc(Cl)cc3)cnc21
42. Cc1ccc(N(C)C(=O)CC(C)S(=O)(=O)c2ccc3c(c2)NC(=O)CO3)cc1 (stereo not given)
43. COc1ccc(C2=C(c3ccc(OC)c(OC)c3)CN3CCCCC3C2)cc1 (stereo not given)
44. COC(=O)CSc1nnc(NC(=O)CCc2ccccc2)s1
45. CN(C(=O)/C=C/c1ccccc1)C1CCS(=O)(=O)C1 (stereo not given)
assay / compound,37,38,39,40,41,42,43,44,45
HT1080 IDH1KD tx,-13%,3%,-1%,-23%,-5%,1%,-4%,0%,0%
HT1080NT lethal,1%,4%,14%,-17%,-21%,-1%,-7%,-8%,2%
KB-3-1 tox,-1%,2%,-2%,?,-1%,8%&-4%,-9%,?,13%
MCF10A rerep,0%,5%,-3%,-41%[inhibitor],-3%,-1%,52%,3%,2%
HepG2 tox,-6%,1%,-11%,-19%,-4%,-15%&-8%,-17%,-2%,4%
SW480 rerep,-8%,-1%,-6%,1%,-2%,-39%[inhibitor],?,-1%,-2%
ATXN2 expr inh,-16%,44%[activator],.,-8%,-9%,-7%&-13%,-15%,.,1%
S2 tox,i,i,i,i,i,i,i,i,i
IL1B secr inh,-6,.,12,-68*,39,24,-4,12,10
